M5 ag = agonists of human muscarinic M5 receptor (CHRM5) | CHO-K1 hM5 cells, Fluo-8 calcium fluorescence; 0% DMSO wells, 100% maximal acetylcholine response | AID 624037 | 0.19% of 360,000 active | P08912 | activation, % at 3 µM;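 active = activation above the run's mean over test compounds plus 3 SD, cut at about 23% in these data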;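 note: signal is peak over basal fluorescence ratio across the kinetic read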
Target sequence (P08912 whole entry, looked up): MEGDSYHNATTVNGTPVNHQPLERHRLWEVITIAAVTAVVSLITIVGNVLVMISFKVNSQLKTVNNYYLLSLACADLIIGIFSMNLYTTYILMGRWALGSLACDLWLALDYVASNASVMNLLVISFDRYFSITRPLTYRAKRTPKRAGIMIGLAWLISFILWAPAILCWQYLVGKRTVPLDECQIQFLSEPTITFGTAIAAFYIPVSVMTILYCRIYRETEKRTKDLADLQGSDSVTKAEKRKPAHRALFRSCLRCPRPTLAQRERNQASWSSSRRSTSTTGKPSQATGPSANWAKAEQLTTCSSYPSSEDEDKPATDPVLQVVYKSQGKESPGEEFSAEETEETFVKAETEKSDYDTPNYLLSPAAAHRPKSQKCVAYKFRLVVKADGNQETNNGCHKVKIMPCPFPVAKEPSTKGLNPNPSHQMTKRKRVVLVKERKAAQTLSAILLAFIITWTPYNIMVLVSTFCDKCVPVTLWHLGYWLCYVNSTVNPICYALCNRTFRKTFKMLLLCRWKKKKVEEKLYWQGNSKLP
CRFBP-R2 agonist = CRF-BP/CRF-R2 complex agonism; HEK293 CRF-R2/CRF-BP, calcium dye fluorescence (FLIPR); percent of saturating CRF peptide response; activation, % at 13.2 µM; 0.46% of 350,000 active; AID 588473;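 active = activation of at least 50%, plus an integration ratio under a set limit after plate pattern correction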;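 note: plate controls were neutral control wells without compound for no effect and CRF at EC100 for full effect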
M1 antag = blocks human M1 muscarinic receptor; inhibition, % at 3 µM; P11229; CHO-K1 hM1, Fluo-8 calcium fluorescence, ACh EC80 antagonist; 1.3% of 360,000 active; AID 588852;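 active = percent inhibition above its own plate's cutoff, namely the mean of that plate's compound wells plus 3 SD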;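 note: peak over basal fluorescence ratio during 140 s after agonist addition; 0% = ACh EC80 plus DMSO and 100% = DMSO alone without agonist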
Target sequence (P11229 whole entry, looked up): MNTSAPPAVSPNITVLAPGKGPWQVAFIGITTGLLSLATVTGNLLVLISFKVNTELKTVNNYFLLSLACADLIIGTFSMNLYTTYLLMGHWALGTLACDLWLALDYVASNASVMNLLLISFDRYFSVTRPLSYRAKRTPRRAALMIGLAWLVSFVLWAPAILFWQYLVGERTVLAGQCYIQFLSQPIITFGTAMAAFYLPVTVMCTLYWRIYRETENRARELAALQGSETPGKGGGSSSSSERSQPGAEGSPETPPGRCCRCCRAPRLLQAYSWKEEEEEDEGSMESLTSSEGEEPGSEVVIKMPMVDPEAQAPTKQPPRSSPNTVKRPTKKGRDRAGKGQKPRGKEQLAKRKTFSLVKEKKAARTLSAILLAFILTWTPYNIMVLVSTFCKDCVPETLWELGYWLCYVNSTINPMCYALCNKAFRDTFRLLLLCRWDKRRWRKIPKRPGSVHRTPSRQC
M5 antag = CHRM5 antagonism in calcium assay. P08912. CHO-hM5 cells, Fluo-8 calcium fluorescence, ACh EC80. inhibition, % at 3 µM. 0.59% of 360,000 active;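 active = inhibition above a per-plate cutoff, the mean of that plate's test compounds plus 3 SD, cut at about 27% in these data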;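 note: 0% = acetylcholine EC80 with DMSO and 100% = DMSO without agonist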
M1 PAM = human CHRM1 positive allosteric modulation; P11229; AID 588819; 0.088% of 360,000 active; CHO-K1 hM1, Fluo-8 calcium fluorescence, ACh EC20; 0% = ACh EC20, 100% = maximal ACh; activation, % at 3 µM; in the data active = activation above about 19%, passing the limit was not always enough
CHRM4 PAM = potentiates acetylcholine response at human M4 receptor; P08173; CHO-K1 hM4/Gqi5, Fluo-8 calcium fluorescence, ACh EC20; 0% = ACh EC20, 100% = maximal ACh; activation, % at 3 µM; 0.4% of 360,000 active; AID 624126;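 active = activation above its plate's cutoff, the mean activation of sample wells plus 3 SD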; note: some results filed as inactive read as strong as hits
CHRM4 agonist = agonists of human muscarinic M4 receptor (CHRM4); CHO-K1 hM4/Gqi5, Fluo-8 calcium fluorescence; vehicle 0%, full acetylcholine response 100%; 0.14% of 360,000 active; activation, % at 3 µM; AID 624127;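 active = activation above the run mean over all test wells plus 3 SD, cut at about 32% in these data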;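 note: peak over basal fluorescence ratio per well then scaled between controls; 0% = DMSO wells and 100% = acetylcholine at EC100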
M5 PAM = CHRM5 positive allosteric modulation; activation, % at 3 µM; CHO-K1 hM5, Fluo-8 calcium, ACh EC20 PAM; 0% = ACh EC20, 100% = ACh EC100; 0.3% of 360,000 active; AID 624038; P08912;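 active = activation above the run cutoff, the mean activation of all test compounds plus 3 SD, cut at about 18% in these data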
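Assay system: CHO-K1 hM5 cells. Also added: acetylcholine at EC20 concentration, added after compound. Dosing: 3 µM, single dose. Times: compound preincubation 140 s before EC20 acetylcholine addition. Signal: Fluo-8 calcium fluorescence. Measure: % activation relative to EC20 and EC100 ACh responses. Repeats: singlicate, one well per test compound.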
M4 antag = blocks acetylcholine activation of human M4 receptor. P08173. CHO-hM4 cells, ACh EC80, Fluo-8 calcium fluorescence. inhibition, % at 3 µM. 0.73% of 360,000 active. AID 624125;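 active = inhibition above its plate's cutoff, the mean inhibition of sample wells plus 3 SD, cut at about 27% in these data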;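 note: 0% = acetylcholine EC80 with DMSO and 100% = DMSO without agonist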
* hit, by the source's call; / = no result given.

SMILES	M5 ag	CRFBP-R2 agonist	M1 antag	M5 antag	M1 PAM	CHRM4 PAM	CHRM4 agonist	M5 PAM	M4 antag
CN1OC[C@@H]2CN3C(=O)N(c4cccc5ccccc45)c4ccccc4[C@@H]3C[C@@H]21	1	/	-11	-8	10	2	1	3	-12
CCC(=O)Nc1cccc(NC(=S)NC(=O)c2cc3ccccc3o2)c1	0	-0.3	-2	-1	-1	9	2	-6	-6
Cc1sc2nc(CN3CCCCC3)nc(N3CCN(C(=O)c4ccco4)CC3)c2c1C	-7	6.5	-9	6	2	-5	3	-1	-6
CC(=O)C1=C(C)NC(=O)NC1c1ccccc1 (centres undefined)	-4	-3.1	0	-4	4	-1	0	-3	6
CC1SC(=Nc2ccccc2)N(S(=O)(=O)c2ccccc2)C1=O (centres undefined)	-2	-1.4	10	-3	1	9	1	5	1
CC1=C(N2CCOCC2)CCC1=O	1	0.1	-4	4	5	0	1	9	2
O=C(COC(=O)Cc1ccc(Cl)c(Cl)c1)NCCc1ccccc1	1	-0.9	-4	-6	11	0	2	1	-8
CC(=O)N1C(c2ccccc2O)C[C@]2(C)CC(=O)NC12 (some centres undefined)	-1	-0.5	-1	3	5	11	1	9	-11
CCC1(C(=O)O)NC(c2cccc(OC)c2O)C2C(=O)N(c3ccccc3)C(=O)C21 (centres undefined)	0	-1.3	-18	-2	18	5	1	0	5
O=C(CN1CC(c2ccccc2)CC1=O)OCc1ccccc1F (centres undefined)	-1	-2.2	-13	1	10	-1	2	-2	-3
c1ccc(CNc2nc(NCC3CC3)nc3cc(-c4ccccc4)sc23)cc1	0	/	8	25	0	-5	0	-14	0
COc1cccc(OC)c1C(=O)Nc1c(C(=O)N2CCN(c3ccccn3)CC2)oc2ccccc12	-2	-1.0	8	10	-11	-3	20	-9	-21
O=C(CN1CCN(c2ccccn2)CC1)Nc1ccc(F)c(F)c1	-3	0.0	-16	7	9	5	1	-5	-1
Cn1c(N)c(C(=O)COC(=O)c2cnc(Cl)c(Cl)c2)c(=O)n(C)c1=O	-2	-0.5	4	7	4	-1	1	3	-1
COc1ccc(C(C)=O)cc1COC(=O)CCC(=O)N(CC(C)C)c1c(N)n(CC(C)C)c(=O)[nH]c1=O	2	0.3	-7	0	11	-3	0	3	-4
COCCn1c(SCC(=O)NC(=O)NC2CCCC2)nc2ccccc2c1=O	-1	-3.8	-2	11	5	1	0	-4	-4
O=C(Nc1nnc(-c2ccc3c(c2)CCCC3)o1)C1CCCCC1	2	0.6	-10	1	17	13	2	3	-8
NNc1ccc2nncn2n1	-1	-0.2	16	10	-4	-17	22	-13	5
Cc1ccccc1OCCC(=O)Nc1ccc(Cl)cc1F	-6	-1.2	5	10	-2	7	-1	0	5
Cc1ccc(CC2CC(=O)N(c3ccc4c(c3)OCCO4)C2=O)cc1 (centres undefined)	0	0.7	-36	3	1	0	3	5	1
CCCCn1c(NC(=O)CC)c(C#N)c2nc3ccccc3nc21	1	-0.8	-10	-9	6	10	2	3	2
c1ccc(N2CCN(c3nc4ccccc4[nH]3)CC2)nc1	0	3.5	5	3	11	3	2	9	-9
O=C(CCn1nc(-c2ccc(Cl)cc2)ccc1=O)N1CCOCC1	-1	-0.2	-2	-6	2	2	1	1	-15
COc1ccc(Cl)cc1C(=O)N1CCC2(CC1)CC(=O)c1ccccc1O2	6	-0.8	-17	1	2	-5	9	-10	-8
CCCC(=O)Nc1ccc(Cl)c(NC(=O)c2cccnc2Cl)c1	-3	0.1	0	1	-1	-2	2	-3	-7
CCCNC(=O)c1ccc(COc2ccc(C(C)(C)C)cc2)o1	-4	-1.2	16	8	-9	-8	10	-12	-9
COc1ccc(OC)c(CC(NC(C)=O)C(=O)NC2CCN(C(=O)c3cccc(C)c3)CC2)c1 (centres undefined)	-2	1.9	-8	1	11	-5	0	4	2
CN1CCCNc2nc3ccccc3nc21	-5	-1.5	-27	-2	10	8	2	10	1
Cc1c(C(=O)O)sc2nc(/C=C/c3ccccc3OC(F)F)[nH]c(=O)c12	-5	0.0	-10	-2	21	5	1	10	-8
NS(=O)(=O)c1ccc(CCNC(=O)c2ccc3nc4ccc(Cl)cc4c(=O)n3c2)cc1	-4	1.8	-2	-3	1	4	0	3	5

The final 2 records of the section above are carried over, then new ones follow.
SMILES	M5 ag	CRFBP-R2 agonist	M1 antag	M5 antag	M1 PAM	CHRM4 PAM	CHRM4 agonist	M5 PAM	M4 antag
Cc1c(C(=O)O)sc2nc(/C=C/c3ccccc3OC(F)F)[nH]c(=O)c12	-5	0.0	-10	-2	21	5	1	10	-8
NS(=O)(=O)c1ccc(CCNC(=O)c2ccc3nc4ccc(Cl)cc4c(=O)n3c2)cc1	-4	1.8	-2	-3	1	4	0	3	5
CCOc1ccc(/C=C/C(=O)NC2CCCCC2)cc1	3	-1.0	-16	5	14	9	1	9	-4
CCOC(=O)c1c(C)[nH]c(C(=O)N(C)CC(=O)Nc2ccc(OC)cc2)c1C	3	-0.3	12	-1	-2	3	1	7	-2
CC1CCc2c(sc(N)c2C(N)=O)C1 (centres undefined)	3	-0.3	-14	-5	15	15	1	1	2
Cc1ccc(OCCNS(=O)(=O)c2ccc(Cl)cc2)cc1	0	-0.8	9	4	-4	-3	3	-3	8
Cc1ccc(N2CC(C(=O)Nc3ncc([N+](=O)[O-])s3)CC2=O)cc1 (centres undefined)	3	1.3	-10	9	1	-4	11	-10	-18
O=C(O)c1c(N2CCCCC2)ccc([N+](=O)[O-])c1N1CCCCC1	-2	-5.0	-16	-4	4	13	1	0	-14
COc1cccc(CNC(=O)CCC2CCCN(C(=O)c3ccoc3C)C2)c1 (centres undefined)	-2	0.1	6	13	0	-9	1	-4	4
O=C(O)CNC(=O)c1ccc(NS(=O)(=O)c2ccc3ccccc3c2)cc1	-2	1.2	-14	-6	15	0	2	9	-12
O=C(CN1CCCCCC1)N/N=C/c1ccc(Cl)c(Cl)c1	-6	0.4	1	0	2	5	2	0	-2
CCS(=O)(=O)N1CCC(C(=O)Oc2ccccc2Br)CC1	2	-4.0	-17	4	10	4	1	0	6
O=C(O)c1cccc(-c2nnn(Cc3ccccc3)n2)c1	-3	-0.2	11	-3	-6	-5	0	8	-2
Cc1ccc(Cl)cc1NC(=O)C[n+]1ccc(Cc2ccc([N+](=O)[O-])cc2)cc1	-13	-0.5	9	5	-11	-11	1	-25	-6
CC1(c2nnc(-c3ccccc3)o2)CC(c2cccnc2)=NO1 (centres undefined)	2	-0.8	-9	7	10	-2	1	-1	3
CC12CCC(C(=O)NCc3ccccc3)(OC1=O)C2(C)C (centres undefined)	-2	-1.5	-16	2	12	3	1	8	-6
O=C(N/N=C/c1ccc(Br)s1)c1ccco1	3	-2.1	-17	-2	9	6	4	8	-11

One compound at a time, as listed above.
Profile of Cc1c(C(=O)O)sc2nc(/C=C/c3ccccc3OC(F)F)[nH]c(=O)c12 = M5 ag = -5; CRFBP-R2 agonist = 0.0; M1 antag = -10; M5 antag = -2; M1 PAM = 21; CHRM4 PAM = 5; CHRM4 agonist = 1; M5 PAM = 10; M4 antag = -8
Profile of COc1ccc(C(C)=O)cc1COC(=O)CCC(=O)N(CC(C)C)c1c(N)n(CC(C)C)c(=O)[nH]c1=O = M5 ag = 2; CRFBP-R2 agonist = 0.3; M1 antag = -7; M5 antag = 0; M1 PAM = 11; CHRM4 PAM = -3; CHRM4 agonist = 0; M5 PAM = 3; M4 antag = -4

Next part.
SMILES	M5 ag	CRFBP-R2 agonist	M1 antag	M5 antag	M1 PAM	CHRM4 PAM	CHRM4 agonist	M5 PAM	M4 antag
O=C(c1n[nH]c2ccccc12)N1CCN(S(=O)(=O)c2ccc(Cl)cc2)CC1	-5	-0.2	6	8	-8	-2	15	-1	-2
Oc1c(N=NC(=S)Nc2ccccc2F)c2ccccc2n1Cc1ccc(F)cc1	-9	0.8	17	6	2	6	0	-6	-11
CN(C)S(=O)(=O)c1cccc(NC(=O)COC(=O)/C=C/c2cccs2)c1	3	-4.0	0	11	-7	-8	7	-13	-3
O=C(CCS(=O)(=O)Cc1ccc(Cl)cc1)NCCCN1CCN(c2ccccc2F)CC1	-3	11	-1	1	-4	-11	9	-7	3
O=C(CCSc1ccccc1)OCn1nnc2ccccc2c1=O	0	5.4	-1	-7	8	-7	4	1	-8
CN(C)C(=O)c1c(-c2ccccc2)oc2ccc(O)cc12	0	-3.0	-13	0	-1	-1	4	-4	-5
Cc1cc(S(=O)(=O)N2CCN(CC(=O)NCCc3cccs3)CC2)ccc1Br	0	0.1	-5	5	1	4	14	-13	-8
COc1cc(/C=C/C(=O)OCC(=O)NCc2ccc3c(c2)OCO3)cc(OC)c1OC	2	-0.1	-10	-5	4	-1	2	0	1
Cc1ccc(NC(=O)C(C)N2C(=O)c3ccccc3C2=O)c(C)c1 (centres undefined)	1	-0.5	-3	5	7	-3	0	2	-10
CC(C(=O)N1CCCCCC1)N(c1ccc(Cl)cc1)S(C)(=O)=O (centres undefined)	1	-3.1	-6	1	5	-2	1	3	6
CC(C)(C)c1ccc(OCC(=O)Nc2ccncc2)c(Br)c1	2	2.1	16	18	-3	-10	10	-9	10
CCOC(=O)C1CCCN(C(=S)NC(=O)c2cc(Br)ccc2Cl)C1 (centres undefined)	5	0.2	-4	-9	0	-3	2	-9	-13
O=C(O)COc1ccc2oc3c(c2c1)CCCC3	-7	-3.2	-6	13	17	-3	0	1	-5
COc1cc2ccccc2cc1C(=O)OCC(=O)NC1CCS(=O)(=O)C1 (centres undefined)	-6	-2.8	-10	2	8	8	1	8	-18
CN(Cc1ccccc1)N=Nc1ccccc1	2	-1.0	-6	6	6	6	0	-2	-11
Cc1ccccc1CCNC(=O)CCn1ccc2cc(S(=O)(=O)N3CCCC3)ccc21	-2	0.5	4	7	-4	-11	8	-3	-6
CCN(CC)c1ccc(C2C3CCCCC3(O)CCN2C(=O)c2cccs2)cc1 (centres undefined)	-2	-0.2	0	5	6	7	-1	0	-2
COc1ccc(CCNC(=O)CSc2nc3scc(-c4ccccc4)c3c(=O)[nH]2)cc1	-2	2.0	4	1	-11	8	4	-3	-12
COc1cccc(C(=O)N(C)Cc2c(C)nn(C3CCS(=O)(=O)C3)c2C)c1 (centres undefined)	2	1.2	8	2	2	16	0	10	-9
COC(=O)C1=C(C)N(c2ccccc2)/C(=C/c2cccs2)C1=O	3	-4.9	4	0	1	-3	0	-2	1
CCS(=O)(=O)NC(=O)C1(C)CCN1C(=O)C1(c2ccc(Cl)cc2)CC1 (centres undefined)	0	/	-3	-2	14	5	0	0	-22
CC(=O)Nc1ccc(NC(=O)C2CCC(N3C(=O)C4C5C=CC(C6CC56)C4C3=O)CC2)cc1 (centres undefined)	-5	-0.1	2	-3	1	3	1	4	3
CCOC(=O)N1CCN(Cc2nc(C3CC3)no2)CC1	-1	0.8	-8	1	8	9	0	2	-3
CCOC(=O)c1c(C)[nH]c(C)c1S(=O)(=O)N1CCCCC1	1	-0.3	0	5	2	6	1	1	-3
COc1cccc(C(=O)CSc2nc3ccccc3n2CC(=O)N2CCOCC2)c1	0	0.0	-12	0	6	-3	6	-8	-2
COc1ccc(Br)cc1C1NC(=O)NC(C)=C1C(=O)N(C)C (centres undefined)	-2	0.8	-9	-1	6	23	1	2	3
O=C(O)/C(=C\c1ccc(Cl)cc1)c1ccc(F)cc1	-3	-0.4	-10	2	8	4	1	6	-5
O=C(Cc1c(C(=O)O)[nH]c2ccccc12)NC1CCCC1	-4	-1.3	2	-4	7	10	1	-3	2
